Pf Dd2 inh: Plasmodium falciparum Dd2 growth inhibition; P. falciparum Dd2 growth, SYBR Green, 72 h; 120,000 compounds, 4.3% hits; Potency, µM (titrated, usually from 28.9 µM), without a hit: at the top dose activity, negative = inhibition, hits mostly inhibitors; AID 1347417; active = well fitted inhibition curve with a large enough effect; inconclusive = small, poorly fitted or top-dose-only effect; inactive = no such curve, though single readings can be large or run the other way;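 note: plate controls were DMSO vehicle for no effect and reference drug for full effect; nearly all actives have a fitted effect of over 65% in size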
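Infected erythrocytes (Dd2, 0.3% parasitemia, 2.5% hematocrit final) are added to compound in RPMI-1640/Albumax II medium, grown 72 h at 37C in low oxygen, then lysed with saponin/Triton-X containing SYBR Green and read by fluorescence.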
* marks the source's active call; other numbers are inactive results; i = inactive; ? = inconclusive; [ ] = dose if it differs, or a comment. Potency is the fitted concentration of half-maximal effect.

compound	Pf Dd2 inh
COc1cccc(-c2nc(-c3nnn4c3COC(c3ccc(C)cc3)C4)no2)c1OC (stereo not given)	-4%
Cc1n[nH]c(C)c1CNC(=O)c1ccc(CC2CCN(S(C)(=O)=O)CC2)cc1	-18%
Cc1ccc(OCc2nc(C3CCN(S(=O)(=O)Cc4ccccc4F)C3)no2)cc1 (stereo not given)	-4%
CCNC(=O)c1cccnc1OC1CCN(C(=O)c2ccc(C)c(F)c2)C1 (stereo not given)	i
Cc1oc(-c2ccc(Cl)cc2)nc1Cn1c(=O)cc(-c2ccccc2)c2c(C)nn(C)c21	?
O=C(Cn1c(=O)nc(-c2ccccc2)c2cc(Cl)ccc21)NCCc1ccc(Cl)cc1	7%
COc1ccc(NC(=O)CSc2ncc(-c3ccc(Cl)cc3)[nH]2)cc1OC	?
CN(CCNc1nc(CCN)nc2ccccc12)S(C)(=O)=O	8%
COc1cccc(CNC(=O)CSC2=Nc3ccccc3C3=NC(C)C(=O)N23)c1OC (stereo not given)	29%
CNC(=O)CCn1ncc2cc(OCc3ccccc3-c3ccccc3OC)ccc21	?

Later entries
compound	Pf Dd2 inh
CC(=O)c1cccc(NC(=O)c2cnc(-c3ccc(C)cc3)nc2-c2ccncc2)c1	i
CCC(c1cnn(C)c1)n1ccnc1-c1ccc(SC)cc1 (stereo not given)	-8%
O=C(c1nccc2ccccc12)N1CCC(N2C(=O)C(O)C23CCCCC3)CC1 (stereo not given)	22%
COCCNC(=O)CSc1nc2cc3c(cc2c(=O)n1CCCCCC(=O)NCCc1ccc(OC)c(OC)c1)OCO3	i
CCCc1ccc(OCc2ccc(C(=O)Nc3ccccc3C(=O)OC)o2)cc1	19%
COc1ccc(C(=O)N2CCC3(CC2)OCC(C(=O)NC(C)C)N3C(=O)c2ccccc2)cc1OC (stereo not given)	-4%
COc1cncc(N2C[C@H]3[C@H](C2)[S+](=O)([O-])C(C)(C)C(=O)N3Cc2ccccc2)c1	-16%[44.1 µM]
O=C1NCCC[C@@H]1NC(=O)[C@@H]1CN(C(=O)c2cccc(F)c2)CCN1C(=O)c1cccc(F)c1	2%
Cc1ccc(C(=O)N2CCC(n3c(C)cnc3-c3ccccc3)CC2)cn1	-17%
Cc1cnc(CC2CCN(C(=O)C3CCOC3)CC2)n1Cc1ccc(F)cc1 (stereo not given)	-3%

Further compounds.
compound	Pf Dd2 inh
Cc1nnsc1C(=O)N[C@H]1CCN(C(=O)CSCC(=O)O)[C@H](C(=O)N[C@H](Cc2ccccc2)C(N)=O)C1	9%
CCOC(=O)CCC(=O)Nc1nnc2n1CCS2	26%
CCn1c(=NC(=O)c2ccc(S(=O)(=O)N3CCCC3)cc2)sc2cc(Br)ccc21	-19%
Cc1ccc(NC(=O)CN(C)S(=O)(=O)c2ccc3c(c2)n(C)c(=O)c(=O)n3C)c(C)c1	11%
O=C(Cc1cccs1)N1CC2CC(C1)[C@H]1CCCC(=O)N1C2 (stereo not given in full)	-23%
COc1ccccc1-c1cnc(NC(=O)c2cccnc2)c2c1CCO2	20%[44.1 µM]
COc1ccccc1-c1nc(COC(=O)C2=CN(Cc3ccccc3)S(=O)(=O)N=C2C)no1	i
CCCCSc1nnc2n(-c3cccc(C)c3)c(=O)c3c4c(sc3n12)CCCC4	?
O=C(Cn1c(=O)n(CCc2ccccc2)c(=O)c2cccnc21)Nc1ccc(F)cc1	?
O=C(NCCn1ccn2nc(-c3ccc(F)cc3)cc2c1=O)c1ccc2c(c1)OCO2	i

The results go on:
compound	Pf Dd2 inh
c1ccc(CN2CCC(Oc3nccnc3N3CCc4ccccc43)C2)nc1 (stereo not given)	4µM*
O=C(O)C[C@@H]1CCN(C(=O)Nc2cccc(C(F)(F)F)c2)C[C@@H]1CC1=NCCc2cc(F)ccc21	-14%
O=C(NCc1ccc(F)cc1Cl)c1cc2n(n1)CC(c1ccc3c(c1)OCO3)OC2 (stereo not given)	-6%
COc1ccc(C2(C(=O)N3CCC4(CCCN(C)C4=O)C3)CCCC2)cc1 (stereo not given)	-8%
Cc1nc2c(C(=O)NCc3ccccc3)cnn2c(C)c1Cc1ccc(F)cc1	?
O=C1c2c(nc(CNCc3cccc(Cl)c3)n2Cc2ccccc2)NCCN1CC1CC1	i
CC(=O)NCCC(=O)N1CCCC1C(=O)Nc1cccc(-n2cccn2)c1 (stereo not given)	-9%
COc1ccccc1-c1[nH]nc2ncc(C(=O)N3CCC(c4ccccc4)CC3)nc12	14µM*
COc1ccc(C(=O)N[C@@H]2CCC[C@@H]2C(=O)NCc2ccc(C)c(C)c2)cc1	?
CN(C)S(=O)(=O)N(CC(=O)NCCSCc1ccccc1)c1ccccc1	24%

(further entries)
compound	Pf Dd2 inh
COC(=O)c1cc(Cl)ccc1NC(=O)CSc1ncc(S(=O)(=O)c2ccc(Br)cc2)c(=O)[nH]1	21%
CNS(=O)(=O)c1ccc(CCC(=O)N2CC[C@H]3CC[C@@H](C2)N3)cc1	0%
Cc1cccc(CN2CCc3ncc(C(=O)NCCC(C)C)n3CC2)c1	?
Cc1cnc(C(=O)NC2C[C@H]3CC[C@@H](C2)N3C(=O)c2ccsc2)cn1 (stereo not given in full)	9%
CCN(CC)CCCNC(=O)c1oc2c(c1C)-c1nn(Cc3ccc(Cl)cc3)cc1CC2	?
CN1C(=O)N(C)C2(CCN(c3cc(C4CC(O)C4)ncn3)CC2)C1=O (stereo not given)	-19%
CCOC(=O)c1cccc(NS(=O)(=O)c2cc3c(cc2C)NC(=O)CO3)c1	43%[activator][0.594 µM]
O=S(=O)(c1cccnc1)N1CC(F)(F)C[C@H]1c1nc(C2CC2)no1	-7%
CC(C)c1ccc(C2=NC(c3ccncc3)=Nc3ccc(F)cc3N2)cc1	?
COc1ccc(C[C@H](NC(=O)[C@@H]2C[C@@H](NC(=O)CSC)CCN2C(=O)CCC(=O)O)C(N)=O)cc1	-9%

4 successive records already listed, for reference:
compound	Pf Dd2 inh
COC(=O)c1cc(Cl)ccc1NC(=O)CSc1ncc(S(=O)(=O)c2ccc(Br)cc2)c(=O)[nH]1	21%
CNS(=O)(=O)c1ccc(CCC(=O)N2CC[C@H]3CC[C@@H](C2)N3)cc1	0%
Cc1cccc(CN2CCc3ncc(C(=O)NCCC(C)C)n3CC2)c1	?
Cc1cnc(C(=O)NC2C[C@H]3CC[C@@H](C2)N3C(=O)c2ccsc2)cn1 (stereo not given in full)	9%

Other results follow:
compound	Pf Dd2 inh
COc1cccc(NC(=O)c2oc3ccc(S(=O)(=O)N4CCC5(CC4)OCCO5)cc3c2C)c1	?
CCCNC(=O)c1ccc2c(c1)ncn2-c1ccc(C)cc1C	11µM*
CCOC(=O)c1c(C)sc(-c2c(-c3cccc(Cl)c3)[nH]c3c2c(=O)n(C)c(=O)n3C)c1O	146%[activator]
CC(C)NC(=O)Cn1nc2c(cc1=O)CCCCC2	6%
C=CCC1(C(=O)O)CCCN(Cc2cc(Cl)ccc2OCC(=O)O)C1 (stereo not given)	4%
CN(CC1CCOCC1)C(=O)c1ccc(Cl)cc1	31%[activator]
CCc1nncn1C1CCN(S(=O)(=O)c2ccc(C)cc2C)CC1	-12%
COc1cccc(CCC2CCCN(C(=O)c3ccoc3C)C2)c1 (stereo not given)	?
O=C(Cn1ncc2c3ccccc3n(Cc3ccccc3)c2c1=O)Nc1ccccc1C(F)(F)F	i
CCC(O)C(=O)N1CCC(c2[nH]ncc2-c2cccc(OC)c2)CC1 (stereo not given)	7%

The results go on:
compound	Pf Dd2 inh
C[C@@H](NC(=O)C1=C[C@@H](NC(=O)CC(C)(C)C)[C@@H](O)[C@H](O)C1)C(N)=O	25%[44.1 µM]
CCn1nc(C)cc1C(=O)N[C@@H]1c2ccccc2C2(CCNCC2)[C@H]1OC	6%
CCOc1ccc(Cn2nnc3c(=O)[nH]c(C4CCN(C(=O)c5ccccc5)CC4)nc32)cc1	?
Cc1ccc(-n2ncc3c(NCCCc4ccccc4)ncnc32)cc1C	i
COC(=O)c1ccccc1NC(=O)Cn1c(=O)n(CCCC(=O)NCCc2ccc(OC)c(OC)c2)c(=O)c2ccccc21	-23%
O=C(NC1CCc2n[nH]c(=O)n2CC1)c1ccc2nc[nH]c2c1 (stereo not given)	32%
COc1cc(NC(=O)Nc2nnc(N3CCCCCC3)s2)cc(OC)c1	i
CN1Cc2nc(OCc3ccc(F)cc3)ccc2OCC1=O	i
COc1ccc(CCNC(=O)CN2C(=O)COc3ccc(S(=O)(=O)N4CCCCCC4)cc32)cc1OC	-12%
COc1cccc(-c2n[nH]c3c2CC(=O)N(Cc2ccccn2)C3)c1	17%[44.1 µM]

3 compounds out of the list, ordered by count of non-hydrogen atoms, low to high:
compound	Pf Dd2 inh
COc1cc(NC(=O)Nc2nnc(N3CCCCCC3)s2)cc(OC)c1	i
CCOc1ccc(Cn2nnc3c(=O)[nH]c(C4CCN(C(=O)c5ccccc5)CC4)nc32)cc1	?
COc1ccc(CCNC(=O)CN2C(=O)COc3ccc(S(=O)(=O)N4CCCCCC4)cc32)cc1OC	-12%

Additional records:
molecule | Pf Dd2 inh
CC(C)NC(=O)N1CCN(c2ccc(Cl)nn2)C(=O)C1 | 7%
O=C(NCCNc1cccnc1)C1CCC(=O)N(CCc2ccc(Cl)cc2)C1 (stereo not given) | -5%
COc1ccc(CC(=O)N2C3CCCC2CC(=O)C3)cc1 | 12%[44.1 µM]
COc1ccc(NC(=O)CSc2nc3ccccc3n2CC(=O)N2CCCC(C)C2)cc1 (stereo not given) | 72%[activator]
COCCCn1c(C)cnc1CC1CCNCC1 | 4%
Cn1cnc(S(=O)(=O)N2CCCC(Cc3nncn3CC3CC3)C2)c1 (stereo not given) | 21%
CCNC(=O)[C@@H]1CCCN1C1(C(=O)NC)CCOCC1 | ?
CCCOCCCNC(=O)c1c(C)noc1-c1cc(OC)cc(OC)c1 | ?
COc1ccc(CCNC(=O)CCn2c(=O)c3cccn3c3cccnc32)cc1OC | -3%
O=C(c1ccccc1Cl)n1nc(-c2cccnc2)nc1NCc1ccc(F)cc1 | i

Reprinted from the part before: 4 entries, then new ones.
molecule | Pf Dd2 inh
CCNC(=O)[C@@H]1CCCN1C1(C(=O)NC)CCOCC1 | ?
CCCOCCCNC(=O)c1c(C)noc1-c1cc(OC)cc(OC)c1 | ?
COc1ccc(CCNC(=O)CCn2c(=O)c3cccn3c3cccnc32)cc1OC | -3%
O=C(c1ccccc1Cl)n1nc(-c2cccnc2)nc1NCc1ccc(F)cc1 | i
CCOCCCNC(=O)c1c(NC(=O)c2cc(=O)c3ccccc3o2)sc2c1CCC2 | -9%
COc1cccc(C(=O)N2C(C(=O)NC3CC3)COC23CCN(C(=O)c2cccc(F)c2)CC3)c1 (stereo not given) | i
OC[C@@H]1CN(c2ccc(-c3nc(-c4cccc(C(F)(F)F)c4)no3)cn2)C[C@H]1CO | -17%
Cc1ccc(CNC(=O)CN2Cc3ccccc3C2=O)cc1 | 111%[activator]
O=C1Nc2c(c(=O)[nH]c(=O)n2-c2ccc(Cl)cc2)C1(NS(=O)(=O)c1ccccc1)C(F)(F)F (stereo not given) | 47%[activator]
CCC(C(=O)Nc1ccccc1OC)n1nc(C)c2sc3ccccc3c2c1=O (stereo not given) | -21%
O=C(O)C1=NOC2CN(Cc3ccc(F)cc3)CC12 (stereo not given) | 18%[44.1 µM]
c1cc2nc(C3CCCN3)[nH]c2cn1 (stereo not given) | -33%[44.1 µM]
COc1ccc(C(=O)N[C@@H]2CCC[C@@H]2C(=O)NCc2ccc(C(C)C)cc2)cn1 | -6%
Cn1cc(-c2cc(=O)c3ccnc(NC4CCOCC4)c3o2)cn1 | -27%[44.1 µM]

New compounds follow:
molecule | Pf Dd2 inh
CN1[C@@H](CCC(=O)Nc2ccccc2)CNC(=O)[C@@H]2[C@H]1CCN2Cc1ncc[nH]1 | 31%[44.1 µM]
Cc1nc(CN2Cc3nc(Oc4ccccc4)ccc3OCC2=O)cs1 | -9%[44.1 µM]
O[C@@H]1CO[C@H]2[C@@H]1OC[C@@H]2n1cc(-c2ccccc2)nn1 | -2%[44.1 µM]
Cc1cn2nc(C(=O)NC(C)c3ccc(F)cc3)cc2c(N2CCCC2)n1 (stereo not given) | ?
CC(=O)N1CC2(CCN(CCc3ccccn3)CC2)CC1C(=O)O (stereo not given) | 4%
CC(C)Nc1nccc(C2(c3ccccc3Cl)CCNCC2)n1 | ?
CCN(CC)C(=O)[C@@H]1CCC[C@@H](NCc2cccnc2)CN(C)C(=O)C1 | 2%[44.1 µM]
CC1=Nc2cc(C(=O)NCCc3ccc(Cl)cc3)ccc2Sc2ccc(C)cc21 | ?
CCc1ccc(C(=O)N2CCC(n3cnnc3CC)CC2)cc1 | -3%
O=C(CN1C(=O)CC(c2ccccc2)=Nc2ccccc21)Nc1ccc(Br)cc1 | 10µM*

More records
molecule | Pf Dd2 inh
CC[C@@H]1[C@H](NC(=O)CCc2c(C)[nH]c3ccccc3c2=O)[C@@H]2CCO[C@H]12 | -8%
Cc1cccc(S(=O)(=O)c2cn(Cc3ccccc3)c3cc(N4CCCCC4C)c(F)cc3c2=O)c1 (stereo not given) | ?
CCOC(=O)c1c(S(=O)(=O)N2CCCC(C(=O)N(C)Cc3ccccc3)C2)c(C)n(C)c1C (stereo not given) | ?
CN(C)c1ccc(CN2CCC3(Cc4ccccc4NC3=O)C2)cc1 (stereo not given) | 10µM*
COc1ccc(OC)c(S(=O)(=O)Nc2ccc3[nH]c(=O)[nH]c3c2)c1 | 63%[activator]
CCn1c2ccc(F)cc2c2nnc(SCCN3CCCCC3)nc21 | 13µM*
COC1C(=O)N(CC2CC2)C12CCN(C(=O)Cc1cccc(F)c1)CC2 (stereo not given) | -21%
CCCc1noc(-c2cn(C3CCN(C(=O)c4ccc(C)s4)CC3)nn2)n1 | 10%
CCCN(CC1CC1)C(=O)CCC1CCN(S(=O)(=O)c2ccccc2)CC1 | ?
O=C(COc1ccccc1)N1CC(c2noc(COc3ccccc3)n2)C1 | ?
CCOc1ccccc1NC(=O)Cn1c(=O)n(-c2ccc(C)c(C)c2)c(=O)c2oc3ccccc3c21 | 28%

Not all compounds are listed; rates above refer to the full screens.
